# From PubChem
# CHOP inhibitor: inhibitors of CHOP promoter induction, primary screen, cell-based, unfolded protein response, luciferase reporter | 3.8% of 220,000 active | AID 2732, 2010 | CHO-K1 CHOP-promoter luciferase, tunicamycin-induced, 15-18 h | inhibition, % at 10 µM;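 active = compounds that reduced the stress-induced luciferase reporter signal by more than about 70% of percent inhibition, limit read from the data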;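 also: 0% = tunicamycin plus vehicle and 100% = wells without tunicamycin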
# zfTRPN1 agonist: zebrafish TRPN1 channel agonists, primary screen, cell-based, HEK293, calcium fluorescence; HEK293 zebrafish TRPN1-YFP, Fluo-8 calcium fluorescence; 100% = response to 87 µM carbachol; activation, % at 3 µM; 0.18% of 220,000 active; transient receptor potential cation channel N1 (TRPN1/NompC), Danio rerio;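 active = activation above its plate's cutoff, the mean activation of test wells on that plate plus 3 SD, cut at about 19% in these data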;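 also: 0% = DMSO alone and 100% = 87 µM carbachol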
#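 Assay system: Zebrafish TRPN1-YFP in HEK293 cells | Incubation: Dye loading 1 h at 37 °C, then 30 min room temperature | Measured by: Kinetic Fluo-8 fluorescence, ex 470-495, em 515-575 nm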
# NPY Y1 blocker: NPY-Y1 receptor antagonists, primary screen, cell-based; Neuropeptide Y receptor type 1 (Homo sapiens), P25929; HEK293-CNG Y1 cells, membrane potential fluorescence; NPY at EC95, then isoproterenol; inhibition, % at 3.6 µM; 1% of 200,000 active; AID 1040, 2008;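 active = inhibition above the campaign mean inhibition of all tested compounds plus 3 SD, cut at about 20% in these data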;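 also: 0% = DMSO wells given NPY plus isoproterenol and 100% = isoproterenol alone without NPY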
#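 Material: HEK293 Y1/CNG channel cell line | Also added: NPY (25 nM), isoproterenol (1 µM), Ro 20-1724 (25 µM) | Compound: One concentration, 3.6 µM, in 0.4% DMSO | Schedule: 3 h dye uptake, 1 h room-temperature compound, 45 min post-isoproterenol | Signal: Membrane-potential fluorescent dye readout | Read-out: % inhibition of NPY effect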
# S1P4 antagonist: S1P4 receptor antagonists, primary screen, cell-based; Sphingosine 1-phosphate receptor 4 (Homo sapiens), O95977; S1P4-expressing cells, antagonist mode, reporter read-out; inhibition, % at 4.98 µM; 0.26% of 220,000 active; AID 1510, 2009; in the data active = inhibition above about 29%;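 also: 0% = wells stimulated with agonist and 100% = vehicle wells without agonist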
# TRPML3 agonist: human TRPML3 channel agonists, primary screen, cell-based, HEK293 TRPML3-YFP, Fluo-8 calcium fluorescence, 3 µM | Mucolipin-3 (Homo sapiens), Q8TDD5 | 100% = the carbachol control signal | activation, % at 3 µM | 0.29% of 220,000 active;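 active = activation above its plate's cutoff, the mean activation of the plate's test wells plus 3 SD, cut at about 12% in these data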;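 also: 0% = DMSO only wells and 100% = carbachol wells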
# Target sequence (Q8TDD5 whole entry, looked up): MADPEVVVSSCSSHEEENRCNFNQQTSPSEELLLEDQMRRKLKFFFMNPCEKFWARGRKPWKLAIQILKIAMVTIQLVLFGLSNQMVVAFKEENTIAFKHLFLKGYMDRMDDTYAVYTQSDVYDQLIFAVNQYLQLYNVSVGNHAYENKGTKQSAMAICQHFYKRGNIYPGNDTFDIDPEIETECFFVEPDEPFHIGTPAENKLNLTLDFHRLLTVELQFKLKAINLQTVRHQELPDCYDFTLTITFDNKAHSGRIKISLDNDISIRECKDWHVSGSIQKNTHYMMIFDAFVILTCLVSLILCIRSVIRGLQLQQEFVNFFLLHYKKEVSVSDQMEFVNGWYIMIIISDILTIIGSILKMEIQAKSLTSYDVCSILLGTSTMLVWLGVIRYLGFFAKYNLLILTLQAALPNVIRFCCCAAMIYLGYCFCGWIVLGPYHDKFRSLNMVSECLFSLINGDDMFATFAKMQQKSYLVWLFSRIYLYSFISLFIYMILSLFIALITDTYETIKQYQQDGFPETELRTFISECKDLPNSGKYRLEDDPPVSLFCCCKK
#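 Material: TRPML3-YFP stable HEK293 cells | Dosing: One concentration, 3 µM nominal, 0.3% DMSO | Timing: 125 s total fluorescence read per well | Technique: Fluo-8 calcium dye fluorescence, ex 470-495, em 515-575 nm | Measure: Percent activation from peak-to-basal fluorescence ratio, scaled between DMSO and carbachol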
# S1P4 ag: S1P4 receptor agonists, primary screen, cell-based | Sphingosine 1-phosphate receptor 4 (Homo sapiens), O95977 | S1P4-expressing cell line, agonist reporter assay | activation, % at 4.98 µM | 0.35% of 220,000 active | AID 1509, 2009; in the data active = activation above about 11%;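 also: 0% = DMSO vehicle and 100% = reference agonist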
# NPY-Y1 PAM-ag: NPY-Y1 receptor potentiators or agonists, primary screen, cell-based; NPY-Y1 expressing cells, potentiator/agonist activation; activation, % at 3.6 µM; 0.37% of 220,000 active; Neuropeptide Y receptor type 1 (Homo sapiens), P25929; AID 1304, 2008; in the data active = activation above about 33%, passing the limit was not always enough;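 also: cells stimulated with NPY at EC10 then isoproterenol at EC100; 0% = low agonist plus stimulus and 100% = saturating agonist plus stimulus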
# EP2 mod: EP2 receptor modulators, cAMP readout, primary screen, cell-based, HTRF cAMP, PGE2 stimulation | Prostaglandin E2 receptor EP2 subtype (Homo sapiens), P43116 | EP2-expressing cells, cAMP HTRF FRET, PGE2 co-stimulation | induction, % at 25 µM | 0.83% of 260,000 active;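 active = compounds whose cAMP rise, as percent of the full-agonist control response, exceeds 60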;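 also: rat C6 glioma line stably carrying human EP2 under a CMV promoter; the protocol text gives 20 µM as final concentration; 100% = response of wells given 1 µM PGE2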
# Target sequence (P43116 whole entry, looked up): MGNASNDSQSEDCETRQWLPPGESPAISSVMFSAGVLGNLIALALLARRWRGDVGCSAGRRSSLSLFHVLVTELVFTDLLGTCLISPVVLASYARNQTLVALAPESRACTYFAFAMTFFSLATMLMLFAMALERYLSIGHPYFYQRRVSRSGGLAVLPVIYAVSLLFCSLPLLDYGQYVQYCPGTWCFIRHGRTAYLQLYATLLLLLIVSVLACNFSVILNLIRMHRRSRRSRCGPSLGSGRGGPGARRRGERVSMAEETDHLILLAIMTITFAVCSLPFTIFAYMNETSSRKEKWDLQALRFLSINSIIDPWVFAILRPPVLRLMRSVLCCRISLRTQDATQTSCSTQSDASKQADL
# NPY-Y2 PAM-ag: NPY-Y2 potentiators or agonists, primary screen, cell-based | activation, % at 3.6 µM | 0.45% of 220,000 active | cells expressing NPY-Y2, potentiator/agonist read-out | Neuropeptide Y receptor type 2 (Homo sapiens), P49146; in the data active = activation above about 27%;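 also: cells stimulated with NPY near EC25 plus isoproterenol at EC100; 0% = vehicle plus submaximal agonist and 100% = vehicle plus saturating agonist; some results beyond the cut were filed as inactive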
# The depositor's hits bear a star; · = no result given.
SMILES,CHOP inhibitor,zfTRPN1 agonist,NPY Y1 blocker,S1P4 antagonist,TRPML3 agonist,S1P4 ag,NPY-Y1 PAM-ag,EP2 mod,NPY-Y2 PAM-ag
COc1ccc(CCN2C(=NC(=O)CCC(=O)O)SC3CS(=O)(=O)CC32)cc1 (stereo not drawn),-7,0.0,3,-18,-0.2,-0.6,-5,0,-4
Cn1c(/C=C/N2CCOCC2)c(C(=O)c2ccc(Br)cc2)c(=O)n(C)c1=O,6,1.9,-7,-25,0.3,-0.7,7,9,-6
COCc1cc([C@@H]2C[C@H]3CN(c4ccccc4)C(=O)[C@]34CCCN24)ccc1OC,53,0.6,4,-4,0.3,0.5,-18,9,0
O=C(O)CC1(CC(=O)Nc2ccccc2C(=O)c2ccccc2)CCCC1,-5,0.5,-2,4,0.0,-1.2,-9,29,8
COc1cccc(-n2nnc3c(=O)n(Cc4cccc(F)c4)cnc32)c1,-8,-0.4,18,0,-0.1,-0.3,-8,17,-9
Cc1nc(SCc2ccc(OCCC(C)C)cc2)n[nH]1,10,3.0,-2,-14,1.8,0.5,2,20,5
CCSc1nc(C2CC2)cc(-c2cccs2)c1C#N,37,0.0,22*,1,1.0,1.8,-18,46,-17
COC(=O)CN1C(=O)CC(C)(C)S(=O)c2ccccc21 (stereo not drawn),-14,0.5,-5,-7,0.2,1.8,-14,12,-7
Cc1ccccc1C(=O)NNC(=O)/C=C\C(=O)O,16,0.7,·,0,0.3,0.8,-4,-1,-8
COC(=O)c1sccc1NC(=O)CN(C)NS(=O)(=O)c1ccc([N+](=O)[O-])cc1,-13,-0.7,1,-4,0.5,1.0,-4,-1,3
Cc1cc(C)cc(NC(=S)NCc2cccs2)c1,8,-2.5,7,7,-1.2,0.5,-4,-11,4
Cc1cc(C(F)(F)F)c2sc(N)nc2n1,26,0.3,0,-14,0.3,-0.4,1,0,-2
CCCc1ccc(OCC(=O)Nc2cc(S(=O)(=O)CC)ccc2O)cc1,18,0.8,2,-20,3.9,12*,3,-17,-9
O=C(c1cccc(Cl)c1)C1CCCN(C(=O)c2ccoc2)C1 (stereo not drawn),11,-0.6,5,0,0.2,-0.1,4,-3,-1
Nc1c(C(=O)OCC2CCCO2)c2nc3ccccc3nc2n1C1CCCCC1 (stereo not drawn),51,1.1,0,11,-0.1,-5.4,1,-13,3
CCCCNC(C(=O)Nc1ccc([N+](=O)[O-])cc1Br)c1ccccc1 (stereo not drawn),-33,-0.8,13,5,0.1,-1.0,-9,12,0
COc1ccc(/C(O)=C2/C(=O)C(=O)N(CCCN(C)C)C2c2cccc(Cl)c2)cc1OC (stereo not drawn),3,1.7,4,-26,1.1,2.9,-2,24,-1
COc1ccc(CC(=O)Nc2ccc(-c3nc4cc(C)ccc4o3)c(O)c2)cc1OC,-69,0.4,-4,4,1.1,-2.5,-1,40,-10
O=S(=O)(Nc1ccc(Cc2ccncc2)cc1)c1ccc(Br)s1,14,4.3,-4,-5,0.9,0.0,3,17,3
COc1ccc(NC(C)=O)cc1NC(=O)c1ccc(C#N)cc1,-4,-0.1,-6,-8,0.5,0.8,18,12,1
COc1ccc(CCNC(=O)CN2C(=O)C3(OCCCO3)c3ccccc32)cc1OC,14,0.3,2,-5,0.5,-0.1,2,9,3
CN(C(=O)Nc1ccc(S(=O)(=O)N(C)C)cc1)C1CCCCC1,-13,1.1,4,-8,0.7,-2.4,-22,-16,-7
CC(C)=NNc1nc(-c2ccccc2)c(C)s1,-17,-0.2,3,-4,0.3,-1.7,11,2,20
CC[C@H](C)[C@H](NC(N)=O)C(=O)Nc1ccc(OC)c(Cl)c1,7,0.2,1,-1,0.2,0.0,5,4,-5
O=C(COc1ccccc1)N1CCN(C(=O)Cc2ccccc2)CC1,-5,0.4,5,4,0.4,1.0,19,4,11
# More entries follow:
SMILES,CHOP inhibitor,zfTRPN1 agonist,NPY Y1 blocker,S1P4 antagonist,TRPML3 agonist,S1P4 ag,NPY-Y1 PAM-ag,EP2 mod,NPY-Y2 PAM-ag
O=C(Nc1ccccc1C(=O)O)c1cc(S(=O)(=O)N2CCOCC2)cs1,-7,4.5,-1,-6,-0.1,0.1,9,11,0
CCCCN(CCCC)c1ccc(C(=O)c2ccccc2C(=O)O)c(O)c1,47,2.2,1,12,0.9,1.5,10,54,-5
CCOC(=O)Cc1nnc(Nc2cccc(O)c2)c2ccccc12,-13,-0.1,4,-5,0.9,1.0,8,7,3
Cc1cc(CN2CCCC(CNC(=O)c3ccc(F)cc3)C2)cc(C)c1O (stereo not drawn),11,0.4,7,7,0.1,0.6,-11,20,-2
N#CC(C(=O)NC1CC1)c1nc2ccccc2nc1N1CCCC1 (stereo not drawn),5,1.7,-3,9,0.0,0.8,-17,46,-16
CCCCCC(=O)Nc1ccc(S(=O)(=O)Nc2nccnc2OC)cc1,39,2.0,0,-11,0.1,2.8,-7,12,-3
COc1cc2c(cc1OC)-c1cc(N3CCc4ccccc43)nc(=O)n1CC2,10,1.2,·,-5,0.9,0.4,-17,23,-27
CCOc1cc(N2CCOCC2)c(OCC)cc1NC(=O)Cc1ccccc1OC,17,0.2,2,5,-0.4,-0.6,3,-6,11
COc1cc(OC)nc(NC(=O)NS(=O)(=O)c2ccc(F)cc2)n1,30,1.3,0,-26,0.9,1.2,10,23,-2
COC(=O)c1cccc(NC(=S)Nc2ccc(Cl)c(Cl)c2)c1,12,15,·,7,4.2,-0.8,24,-49,14
O=C(COc1ccc(Cl)cc1Cl)NCCCn1ccnc1,39,1.6,0,-28,0.5,0.9,11,12,3
CCc1cccc(C)c1N(C(=O)Cn1c(CO)nc2ccccc21)C(C)COC (stereo not drawn),12,-0.4,-4,-9,0.8,0.7,-1,37,-13
COc1cccc(-c2nc3ccc(O)cc3c(=O)o2)c1,63,-0.3,1,-11,0.7,0.4,-8,-5,-4
Cc1cccc(N(CC(=O)NCCSCc2ccco2)S(=O)(=O)c2ccccc2)c1,9,-0.6,4,-10,-0.6,0.2,6,20,-4
CCC(C)(C)NC(=O)c1cccc(NC(=O)C(C)C)c1,4,0.2,1,7,0.5,0.7,-9,-20,-10
Cc1ccc(SCCNS(C)(=O)=O)cc1,-5,-1.4,7,-4,0.1,-5.8,-25,-4,6
COc1ccc2cc3cc(C(=O)NCCCN4CCc5ccccc5C4)sc3nc2c1,3,-0.1,3,-12,0.2,1.4,-15,-41,-6
O=C(Nc1ccc(Cl)c([N+](=O)[O-])c1)C(NCCCO)c1ccccc1 (stereo not drawn),23,4.0,5,-1,2.0,1.2,7,-9,2
CCOC(=O)c1[nH]c2ccc(OC)cc2c1NC(=S)N1CCN(c2ccccc2OC)CC1,-9,0.8,1,0,0.8,2.2,-3,-12,-2
CCOC(=O)N/N=C\c1ccc(C)s1,-33,1.0,0,1,1.3,-0.8,-36,1,-3
CC1=CS(=O)(=O)CC1Sc1nc(C)n[nH]1 (stereo not drawn),-9,1.0,-5,-10,0.8,-0.1,-5,42,9
C/C(=N\Nc1ccccn1)c1ccc(C(C)C)cc1,51,1.9,0,-3,0.9,-1.9,-5,48,9
Cc1ccccc1C(=O)NC(=S)Nc1ccccc1C(F)(F)F,49,0.7,-1,-5,0.8,0.1,-13,11,-3
CCCc1[nH]nc2c1C1(CCOC1C)C(C#N)=C(N)O2 (stereo not drawn),-5,0.6,3,-15,0.4,2.2,10,4,-8
COc1cccc(C(c2nnnn2Cc2ccco2)N2CCN(Cc3ccccc3)CC2)c1OC (stereo not drawn),10,0.1,5,-12,11,2.7,0,26,-21
# Next part:
SMILES,CHOP inhibitor,zfTRPN1 agonist,NPY Y1 blocker,S1P4 antagonist,TRPML3 agonist,S1P4 ag,NPY-Y1 PAM-ag,EP2 mod,NPY-Y2 PAM-ag
O=C(Nc1cc(Sc2ccccn2)cc([N+](=O)[O-])c1)c1cccc(Cl)c1,28,0.5,-2,-7,0.6,-1.1,2,-4,5
CCC(C)NC(=O)C1CC(c2cccc(OC)c2)=NO1 (stereo not drawn),11,1.4,-1,-7,-0.2,0.9,0,-13,-20
Cc1csc(=Nc2ccccc2)n1Cc1ccco1,8,-1.5,1,-16,-1.3,-0.3,8,58,-7
O=C(NCc1ccco1)[C@@H]1CCCN1C(=O)c1cccs1,-7,-0.8,-3,1,1.2,1.1,7,26,-14
C#CCOC(=O)c1ccccc1C(=O)O,-2,0.5,8,-6,0.9,2.5,-9,11,-1
CCCN(CCC)CC(O)CN1C(=O)NC(C)(C)C1=O (stereo not drawn),-2,2.4,4,-5,1.1,2.4,11,21,16
CCN1CNC(=S)N(c2cc(C)ccc2C)C1,-17,0.1,-1,3,0.2,-0.4,-20,32,13
O=C(CCCN1C(=O)c2cccc3cccc(c23)C1=O)N1CCN(c2ccccc2O)CC1,41,0.0,4,-26,0.4,1.0,-29,-45,6
COCCCNC(=O)Cn1c(=O)n(CC(=O)NCCc2ccc(OC)c(OC)c2)c(=O)c2sccc21,2,-0.8,3,-1,0.7,-0.3,6,4,0
COc1cccc(Cn2cc(C(=O)NCCN(C)C)nn2)c1,10,0.0,8,-1,0.3,0.4,1,-8,-4
CCOc1ccccc1/C=N/NC(=O)Cc1csc(Nc2cccc(C(F)(F)F)c2)n1,52,0.3,-2,-17,0.0,-1.1,-1,-7,6
Cn1cc(CNCCCn2ncc3ccccc32)c(-c2ccccc2F)n1,6,-0.7,8,-10,0.6,-0.6,-15,-17,-1
O=C(CCCSc1nc2ccccc2s1)NCc1ccc2c(c1)OCO2,43,-1.1,13,1,0.1,-0.9,-8,-71,-19
COc1cc(/C=C/C(=O)c2c(O)ccc3c(C)cc(=O)oc23)ccc1O,-38,0.5,-6,7,-0.4,-1.9,-18,26,-24
COC(=O)Nc1ncc(CN2CCCCC2)s1,-11,0.9,2,-6,0.9,-3.4,-33,0,0

# Single records, from the list above.
# `CCN1CNC(=S)N(c2cc(C)ccc2C)C1` as listed: CHOP inhibitor = -17; zfTRPN1 agonist = 0.1; NPY Y1 blocker = -1; S1P4 antagonist = 3; TRPML3 agonist = 0.2; S1P4 ag = -0.4; NPY-Y1 PAM-ag = -20; EP2 mod = 32; NPY-Y2 PAM-ag = 13
# `CCC(C)NC(=O)C1CC(c2cccc(OC)c2)=NO1` (stereo not drawn) as listed: CHOP inhibitor = 11; zfTRPN1 agonist = 1.4; NPY Y1 blocker = -1; S1P4 antagonist = -7; TRPML3 agonist = -0.2; S1P4 ag = 0.9; NPY-Y1 PAM-ag = 0; EP2 mod = -13; NPY-Y2 PAM-ag = -20
